# Epigenetic reg – Quantitative High-Throughput Screen for Regulators of Epigenetic Control. murine LDR cells, GFP reporter derepression, 30 h. Potency, µM (titrated, usually from 53.9 µM), without a hit: at the top dose GFP activation, actives largely listed as activators. 280,000 compounds, 0.2% hits; active = well fitted activation curve with a large enough effect; inconclusive = small, poorly fitted or top-dose-only effect; note: % of control where 0% means no effect; nearly all actives have a fitted effect of over 60% in size
#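 Murine LDR cells bearing a silenced CMV-driven GFP reporter were exposed to compound for 30 h at 37 C. After PBS washes, GFP-positive cells (20-120 um objects) counted by laser-scanning microplate cytometry.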
# Numbers without * were called inactive; u = inconclusive. Potency is the fitted concentration of half-maximal effect. A portion of the library; the hit share may differ from the screen's.
SMILES,Epigenetic reg
COc1cccc(-c2nc3c(C#N)c[nH]n3c2NC2CCCCC2)c1OC,-3.4%
COc1cccc(CNC(=O)CCn2c(=O)c3cccn3c3cccnc32)c1OC,6.2%
Cc1ccc(CNC(=O)C2CCCN(c3nnc(-n4c(C)ccc4C)s3)C2)cc1 (stereo not given),4.3%
COc1cc(C2C(C(=O)Nc3ccccc3)=C(C)Nc3nc(SCc4ccccc4F)nn32)cc(OC)c1OC (stereo not given),-1.2%
CCN(CC)C(=O)c1c(-c2ccccc2)c(-c2ccccc2)nn(CC)c1=O,-2.0%
O=C(NC1(C(F)(F)F)N=C(c2ccccc2)N(C2CCCCC2)C1=O)c1ccc(F)cc1 (stereo not given),1.1%
COc1ccccc1C(=O)NCCSc1c(C)[nH]c2ccccc12,-0.9%
COc1cc(Cl)c(C)cc1NC(=O)CC(c1ccc(F)cc1)N1Cc2ccccc2C1=O (stereo not given),1.9%
CCCN(CCC)CCNC(=O)C1CCN(c2nc3ccc(CC)cc3s2)CC1,0.3%
COc1ccc(-c2nc3c(c(SCC(=O)N(C)c4ccccc4)n2)Cc2cc(C)ccc2O3)cc1,3.2%
O=C(Cn1ncc2c3ccccc3n(Cc3ccccc3)c2c1=O)Nc1ccccc1C(F)(F)F,2.6%
CCCCN(C)C(=O)Cn1c(C2CC(=O)N(c3ccc(C)cc3)C2)nc2ccccc21 (stereo not given),-3.4%
CCc1ccccc1S(=O)(=O)Cc1ccc(C(=O)NCCc2ccc(Cl)cc2)o1,-0.3%
CCOc1ccc(Nc2nc3ccccc3n3c(CC)nnc23)cc1,-2.8%
Cc1ccc2c(c1)N(CCC(=O)NCc1ccccc1Cl)C(=O)CO2,-0.7%
CCc1cccc(-n2nnc(S(=O)(=O)c3ccc(OC)cc3)c2C)c1,-1.1%
COCCCNC(=O)c1cnc2sc(N3CCCCC3)nn2c1=O,1.5%
CCc1ccc(-c2nc3cc(NC(=O)c4ccc(C)c(C)c4)ccc3o2)cc1,-1.1%
Cc1cc(C)c2c(=O)c3c(oc2c1)C(=O)N(Cc1ccco1)C3c1ccc(F)cc1 (stereo not given),-1.8%
CC(C)(C)c1ccc(S(=O)(=O)c2cnc(SCC(=O)Nc3ccc4c(c3)OCCO4)[nH]c2=O)cc1,9.2%
Cc1noc(C)c1S(=O)(=O)N1CCC(C(=O)N2CCN(c3cccc(C(F)(F)F)c3)CC2)CC1,-0.1%
CCOc1ccc(CNC(=O)Cn2nc(C)c3sc4ccccc4c3c2=O)cc1,4.2%
CC(C)NC(=O)c1nn(-c2ccccc2F)nc1CO,4.6%
Cc1ccc(CNc2nc3ccccc3c3nc(-c4cccc(C)c4)nn23)cc1,1.1%
CCOc1ccc2cc(-c3nnc(Nc4ccccc4F)s3)c(=O)oc2c1,3.5µM*
Cc1ccc(-c2onc(C)c2C)cc1S(=O)(=O)N1c2ccccc2CC1C (stereo not given),-2.6%
COc1ccc(Br)cc1C(=O)Nc1nc2ccc(F)cc2s1,3.2%
COc1ccc(-c2noc(COc3cc(C)ccc3C)n2)cc1OC,0.3%
Cc1ccc(CSc2ncc(Cl)c(C(=O)Nc3nnc(C)s3)n2)cc1,-3.1%
COc1ccc(OCC(=O)Nc2ccc(O)c(-c3nc4ccccc4s3)c2)cc1,5.6%
COc1ccc(C(=O)OC2=C(C(=O)c3ccccc3)N(C)S(=O)(=O)c3ccccc32)cc1OC,0.0%
CCC1CN(C(=O)N2CCC(C(=O)O)CC2)c2cc(C)ccc2O1 (stereo not given),-4.8%
CCc1ccccc1NC(=O)c1ccc2c(c1)N(Cc1cc(C)ccc1C)C(=O)c1ccccc1S2(=O)=O,-1.2%
COc1ccc(OC)c(CCNC(=O)c2csc3c2CCCCC3)c1,0.8%
CCOC(=O)c1cnc2c(ccc3ccccc32)c1Nc1ccccc1OC,0.3%
COc1ccc(-c2nc(S(=O)(=O)c3ccc(C)cc3)c(NCc3ccccc3)o2)cc1,-1.5%

# Not a retest: an excerpt of the list.
SMILES,Epigenetic reg
CCOc1ccc2cc(-c3nnc(Nc4ccccc4F)s3)c(=O)oc2c1,3.5µM*
Cc1ccc(-c2onc(C)c2C)cc1S(=O)(=O)N1c2ccccc2CC1C (stereo not given),-2.6%
COc1ccc(Br)cc1C(=O)Nc1nc2ccc(F)cc2s1,3.2%
COc1ccc(-c2noc(COc3cc(C)ccc3C)n2)cc1OC,0.3%
Cc1ccc(CSc2ncc(Cl)c(C(=O)Nc3nnc(C)s3)n2)cc1,-3.1%
COc1ccc(OCC(=O)Nc2ccc(O)c(-c3nc4ccccc4s3)c2)cc1,5.6%
COc1ccc(C(=O)OC2=C(C(=O)c3ccccc3)N(C)S(=O)(=O)c3ccccc32)cc1OC,0.0%

# (listing goes on)
SMILES,Epigenetic reg
Cc1nnc(NC(=O)c2ccccc2)s1,-0.5%
Cc1ccccc1OCCCn1c(-c2ccc(Cl)cc2)nc2ccccc2c1=O,-0.1%
CNC(=O)C1CCCN(c2nnc(C)c3c(C)n(-c4ccccc4)nc23)C1 (stereo not given),4.1%
Cc1cc(C)c(NC(=O)Cc2csc(C)n2)c(Cl)c1,0.7%
Cc1ccc2c(CC(=O)Nc3c(C(=O)c4ccc(C)c(F)c4)oc4ccccc34)coc2c1,-1.9%
CCOc1ccc2nc(SCC(=O)Nc3ccc(F)cc3)nc(-c3ccccc3)c2c1,7.1%
CCOc1ccccc1NC(c1nnc(-c2ccccc2)o1)c1ccc(F)cc1Cl (stereo not given),-1.0%
Cn1nc(-c2ccccc2F)c2cc(C(=O)Nc3cc(F)ccc3F)sc21,10.0%
CCc1ccccc1NC(=O)CSc1nc2c(oc3ccccc32)c(=O)n1C,1.4%
Cc1ccc(Cn2c(C(=O)O)c(CNCc3ccc(C)o3)c3ccc(C)cc32)cc1,-0.7%
CCc1cccc(NC(=O)Cn2c(=O)n(CC(=O)NCCc3ccccc3)c(=O)c3ccccc32)c1,0.4%
Cn1c(=O)cc(SCC(=O)Nc2cccc(C#N)c2)c2ccc(Cl)cc21,4.1%
COc1ccc(S(=O)(=O)N(C)Cc2nc(-c3cccc(C)c3)no2)cc1,1.5%
Cc1ccc(C(=O)N/C(=C\c2ccc(Cl)cc2)C(=O)NC2CCCCC2)cc1,8.4%
O=C(Cc1ccc(F)cc1)Nc1cccc(-c2nc3cccnc3s2)c1,-2.4%
COc1ccccc1Nc1nn2c(=O)c3ccc(C(=O)N4CCCC(C)C4)cc3nc2s1 (stereo not given),0.3%
COc1ccccc1NC(=O)CSc1nc(-c2ccc(C)cc2)nc2c1Cc1c(CO)cnc(C)c1O2,-1.8%
CCOC(=O)c1cc2c(=O)n3ccccc3nc2n(CC2CCCO2)c1=NC(=O)c1ccccc1C (stereo not given),1.0%
Cc1cc(C)c(NC(=O)Cn2c(=O)n(Cc3ccc4c(c3)OCO4)c(=O)c3ccccc32)c(C)c1,18%
COc1ccc(N(Cc2cc3cccc(C)c3[nH]c2=O)C(=O)c2cccc(Cl)c2)cc1,0.0%
CCOc1ccc(CCNC(=O)c2cc3c(s2)-c2c(C)cccc2OC3)cc1,1.1%
CCOc1ccc(N(C(C)C(=O)NCCSc2ccc(C)cc2)S(C)(=O)=O)cc1 (stereo not given),2.3%
CCc1ccc(-n2c3nc(=O)[nH]c(=O)c-3cc3c(C)nn(-c4ccccc4)c32)cc1,-2.1%
COc1ccc(N(CC(=O)Nc2cccc(C(C)=O)c2)S(=O)(=O)c2ccccc2)c(OC)c1,1.1%
Nc1cc(=O)nc(SCC(=O)Nc2ccc(F)cc2)n1-c1cccc(Cl)c1,-1.1%
O=C(Nc1cc(-c2nc3ccccc3s2)ccc1Cl)c1cc2ccccc2o1,-0.8%
CCOc1ccccc1NC(=O)C(CC(C)C)NS(=O)(=O)c1ccc2c(c1)CCN2C(C)=O (stereo not given),-0.7%
O=C(Nc1ccc(Cl)c(C(F)(F)F)c1)C(Cc1ccccc1)NS(=O)(=O)c1ccc(Br)s1 (stereo not given),-0.4%
COc1cc(OC)c(C2Nc3c(C)cccc3-c3cc(C)nn32)cc1OC (stereo not given),0.3%
COc1ccc(NC(=O)CSc2nc3c(oc4ccccc43)c(=O)n2Cc2ccco2)cc1Cl,3.5µM*
CCN(CC)S(=O)(=O)c1ccc(C(=O)N=c2sc3cccc(OC)c3n2C)cc1,-1.1%
COc1cccc(-c2nc(S(=O)(=O)c3ccccc3)c(N3CCCCC3)o2)c1,-2.7%
CCN(CC)C(=O)Cn1c(=O)n(Cc2ccc(C(=O)NCCCOC)cc2)c(=O)c2ccccc21,2.4%
C=Cc1ccc(CSc2nc(-c3ccc(OC)cc3)nc3c2Cc2c(CO)cnc(C)c2O3)cc1,u
CCCOc1ccc(C(=O)Nc2ccc(NC(=O)c3cccc(Cl)c3)cc2)cc1,-0.8%
CCc1nnc2c(Nc3cccc(C(C)=O)c3)nc3ccccc3n12,1.4%
CCCCOC(=O)c1ccc(-n2nnc3c(sc4nc(C)cc(C)c43)c2=O)cc1,2.4%
O=C(CSc1nc(-c2cccs2)nc2cc(=O)[nH]n12)Nc1ccc(F)cc1,-1.8%
Cc1ccc(NC(=O)c2c(C)oc3ccc(O)c(CN4CCCCCC4)c23)cc1,-1.9%
COc1ccc(OC)c(-c2cc(C(=O)NCCc3ccccc3)c3c(-c4ccc(C)cc4)[nH]nc3n2)c1,1.3%
CCCc1ccc(S(=O)(=O)N2CCC(c3nnc(-c4cccc(C)c4)o3)CC2)cc1,u
CCOc1ccc(NC(=O)c2cc(-c3ccc(C)c(F)c3)on2)c([N+](=O)[O-])c1,-3.9%
COc1ccc(C)cc1NC(=O)c1nnn(Cc2cccc(Br)c2)c1N,3.9%
COc1ccc(-c2c(C)nn3c(-c4ccccc4)cc(-c4ccccc4)nc23)cc1OC,u
COc1cccc(NC(=O)CSc2nnc3scc(-c4ccc(Cl)cc4)n23)c1,0.4%
CCN(CC)CCCNC(=O)c1nn(-c2ccc(OC)c(Cl)c2)c(=O)c2c1c1ccccc1n2C,10%
COc1ccccc1CN1CCC(CNS(=O)(=O)c2cc(-c3onc(C)c3C)ccc2OC)CC1,-1.3%
Cc1ccc(CNC(=O)C2CCN(S(=O)(=O)c3c(C)noc3/C=C/c3cccs3)CC2)cc1,5.1%
CCOC(=O)c1c(C)n(-c2ccccc2)c2ccc(OC(=O)c3ccccc3NC(=O)C(C)(C)C)cc12,-0.8%
CCc1nn(CC(=O)NC(C)CCc2ccccc2)c(=O)c2cc3c(OC)cccc3n12 (stereo not given),0.0%
Cc1ccc(NC(=O)CCC(=O)N2CCOc3ccccc32)c(Cl)c1,15%
CCOC(=O)c1c(C)[nH]c(C)c1S(=O)(=O)N(C)CC(=O)Nc1cc(Cl)ccc1C,-1.8%
COc1ccc(-c2csc(=Nc3ccccc3)n2CCO)cc1F,-1.1%
CCOC(=O)c1c(C)[nH]c(C)c1S(=O)(=O)N1CCC(C(=O)Nc2ccc(C)c(N(C)C)c2)CC1,-2.5%
CCc1ccc(CNC(=O)c2ccc(NC(=O)N3CC(C)Sc4ccccc43)cc2)cc1 (stereo not given),-2.8%
Cc1cc(C)c2oc(-c3cccc(NC(=O)c4ccco4)c3)nc2c1,-1.6%
COc1cccc(OCCSc2nc3ccccc3n2CC(=O)N2CCCCC2)c1,-1.3%
Cc1ccc(C)c(CN2C(=O)c3ccccc3S(=O)(=O)c3ccc(C(=O)N4CCN(c5ccccn5)CC4)cc32)c1,-0.3%
O=C(NCc1nc2ccccc2n1Cc1ccccc1Cl)c1ccccc1,-0.9%
CC(=O)c1ccc(S(=O)(=O)N2CCC(Oc3ccc(-n4cnnn4)cc3)CC2)cc1,0.7%
# Next part
SMILES,Epigenetic reg
Cc1cc(C)c(NC(=O)CN(C)S(=O)(=O)c2ccc3c(c2)CCC(=O)N3)c(C)c1,-1.1%
CCN(CCCNC(=O)CSc1cc(=O)n(C)c2cc(Cl)ccc12)c1ccccc1,2.4%
CCOc1ccc(S(=O)(=O)c2cn(CC)c3ccc(F)cc3c2=O)cc1,1.1%
Cc1cccc(NC(=O)Cn2c(=O)oc3cc(S(=O)(=O)N4CCCCCC4)ccc32)c1,1.6%
CC(C)Oc1cccc(C(=O)Nc2ccc(-c3nc4cc(Cl)cc(Cl)c4o3)cc2)c1,3.2%
Cc1cccc(N2CCN(C(=O)C3CCN(S(=O)(=O)c4ccc5c(c4)oc(=O)n5C)CC3)CC2)c1C,-0.2%
CCn1cc(C(=O)N2CCN(c3cc(Cl)ccc3C)CC2)c(=O)c2cc(S(=O)(=O)N3CCCC3)ccc21,0.6%
CCCN1Cc2cccc(C(=O)Nc3cc(Cl)ccc3C)c2C1=O,-1.1%
CCCCc1ccc(NC(=O)Cn2cnc3c2c(=O)n(C)c(=O)n3C)cc1,-0.8%
O=C(Nc1ccc(F)cc1F)c1ccc2c(c1)CCN2S(=O)(=O)c1ccc(Cl)cc1,-3.0%
CCS(=O)(=O)N1CCc2cc(C(=O)Nc3ccc(C(=O)OC)cc3)ccc21,-4.6%
Cc1cc2ccccc2n1CCNC(=O)c1cccc(Br)c1,1.6%

# Entries listed so far marked active in Epigenetic reg.
SMILES,Epigenetic reg
CCOc1ccc2cc(-c3nnc(Nc4ccccc4F)s3)c(=O)oc2c1,3.5µM*
COc1ccc(NC(=O)CSc2nc3c(oc4ccccc43)c(=O)n2Cc2ccco2)cc1Cl,3.5µM*

# More results.
SMILES,Epigenetic reg
CCCc1nnc(NC(=O)c2nc(SCC)ncc2Cl)s1,-1.9%
O=C(NCCc1ccccc1)c1cc(-c2ccc(Cl)cc2)on1,-0.9%
CCC(Sc1nnc(C)n2c1cc1occc12)C(=O)Nc1ccccc1F (stereo not given),2.1%
CCOC(=O)c1cnc2cc(C(F)(F)F)ccc2c1Nc1cc(C)ccc1OC,0.0%
O=S(=O)(c1ccc(-c2cc(C(F)(F)F)on2)s1)N1CCN(c2ccccc2F)CC1,1.3%
Oc1ccc(Cl)cc1C1=Nc2ccccc2N=C(c2ccccc2)C1,u
CCCS(=O)(=O)N1CCC(n2c(C(F)(F)F)nc3cccnc32)CC1,-0.9%
Cc1cccc(NC(=O)CSc2nnc(C)c(=O)[nH]2)c1,0.0%

# Assay outcomes from PubChem.
